zVAD death inh = L929 zVAD cell death inhibition; viability rescue, % at 10 µM; 220,000 compounds, 0.38% hits; L929 zVAD necroptosis rescue, ATP luminescence, 24 h; with zVAD 60 µM;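 active = activation, scaled between plate controls, above about 75%, limit read from the data; inactive = activation under that limit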;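 note: 0% = zVAD with DMSO and 100% = DMSO alone without zVAD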
PERK inhibitor = inhibitors of human PERK kinase | inhibition, % at 5.6 µM | CHO PERK-DD fusion, SEAP luminescence translation reporter | Q9NZJ5 | 220,000 compounds, 0.17% hits;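 active = inhibition above the mean inhibition of all tested compounds plus 3 SD, set separately per screening campaign, cut at about 2.9% in these data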;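 note: PERK kinase domain activated by AP20187 dimerizer at 100 nM; 0% = DMSO with dimerizer and 100% = rapamycin at 8.4 µM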
TNF necrop inh = inhibitors of TNF-alpha induced necroptosis in Jurkat FADD-/- cells; Jurkat FADD-/- TNF necroptosis rescue, ATP luminescence, 24 h; 0 = TNF only, 100 = no-TNF cells; activation (protection from cell death), % at 10 µM; 220,000 compounds, 0.068% hits; AID 463075;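 active = activation, meaning protection from cell death, of at least 50% relative to plate controls; inactive = activation below 50%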;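 note: necroptosis triggered by 40 ng/mL TNF-alpha added together with compound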
Cl transport mod = KCC2 (human) Cl- transport modulation | Q9H2X9 | KCC2 cells, thallium flux FluoZin-2 fluorescence | B-score of Tl+ flux slope (higher = more flux/activation; lower = inhibition) at 10 µM | 190,000 compounds, 2.2% hits;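 active = thallium flux slope and its plate-corrected score both differing from the plate sample mean at a set confidence after two filtering rounds, in either direction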;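 note: slope of fluorescence scaled to starting intensity during 10 to 20 s after thallium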
Rad51 HR inh = Rad51 (human) homologous recombination inhibition | hRad51 DNA strand exchange, fluorescence dequenching | inhibition, % at 10 µM | 200,000 compounds, 0.085% hits | AID 1385;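 active = inhibition above 40% at the single screening dose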;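 note: 0% = DMSO control wells and 100% = blanks with heterologous ssDNA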
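Test system: preformed human Rad51 ssDNA filaments. Compound dosing: single dose, 10 µM final compound. Incubation: filaments 15 min 37 °C, then compound 30 min. Technique: FRET fluorescence dequenching, excitation 485 nm, emission 520 nm. Read-out basis: percent inhibition from fluorescence, normalised to plate control and blank means. Benchmarks: plate controls and plate blanks.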
MDM2 E3 inh = blocks human Mdm2 ubiquitin ligase activity. Q00987. cell-based MDM2 ubiquitination luciferase reporter, 2 h; 0 = plate control, 100 = twice control, blank-subtracted. signal enhancement, % at 5 µM. 210,000 compounds, 0.11% hits;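 active = signal enhancement of 30% or more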;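 note: luminescence tracks abundance of the self-degrading MDM2-luciferase fusion protein; higher signal means inhibition of MDM2 E3 ligase activity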
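Buffer or medium: Cells held in DMEM | Assay system: Stable mammalian line carrying autodegrading MDM2–luciferase fusion reporter | Quantity: 2000 cells/well | Times: 4 h settle plus 2 h compound, 37 °C | Doses: One concentration, 5 µM, with 0.2% DMSO | Technique: Luminescence with SteadyLite reagent, 15 min at room temperature | Benchmarks: Plate controls and plate blanks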
EBV gp42 block = inhibitors of Epstein-Barr virus glycoprotein 42. Fluorescence polarization binding assay, mP read-out. inhibition, % (tested at 21.74 µM). 220,000 compounds, 0.42% hits. Q1HVG2; in the data active = inhibition above about 50%
Calpain2 inh = inhibitors of pig calpain II; inhibition, % at 16 µM; purified calpain II, fluorogenic peptide substrate, 30 min; 220,000 compounds, 0.37% hits;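 active = inhibition above about 50%, limit read from the data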
eIF4E 4G PPI = inhibitors of eIF4E and eIF4G interaction in translation initiation; P63073+Q04637; TR-FRET eIF4E-eIF4GI(517-606) binding, 2 h; inhibition, % at 21.7 µM; 220,000 compounds, 0.37% hits; AID 782;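 active = inhibition above about 30%, limit read from the data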;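 note: 0% = full FRET control wells and 100% = background wells lacking eIF4GI fragment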
Active calls of the source: *; i = inactive; . = not tested or not shown; & = joins results of further samples; [ ] = remark or other dose.

SMILES	zVAD death inh	PERK inhibitor	TNF necrop inh	Cl transport mod	Rad51 HR inh	MDM2 E3 inh	EBV gp42 block	Calpain2 inh	eIF4E 4G PPI
O=C(Cc1noc2ccccc12)NNC(=S)Nc1ccc(Cl)cc1	0.7	1.8	0.4	-0.92	24	-7	-3	-26	-2
COc1ccc(C2Nc3ccccc3C(=O)N2Cc2ccco2)cc1COc1ccc([N+](=O)[O-])cc1 (centres undefined)	-0.3	0.2	2.2	-0.22	11	-16	-5	-35	-7
COc1cccc(/C=N/n2cnc3c(cnn3-c3ccccc3)c2=O)c1	0.4	0.5	-0.7	-0.8	-5	-12	-4	38	-4
CC(=O)C1=C(O)C(=O)N(Cc2cccnc2)C1c1ccc(Cl)cc1Cl (centres undefined)	0.8	1.6	0.0	-0.17	-5	.	-1	-4	1
COc1ccc(S(=O)(=O)Nc2ccc3c(c2)OCO3)cc1	0.7	1.4	12	-0.5	.	-2	-12	5	2
COC(=O)C(Cc1ccc(O)cc1)NC(=O)C12CC3CC(CC(C3)C1)C2 (centres undefined)	-2.2	0.8	-3.8	0.32	10	1	10	21	0
CCN(CC)C(=O)CSC1c2ccccc2C(=O)N1c1ccccc1 (centres undefined)	-0.6	-0.7	-2.4	.	-4	4	-24	-10	5[fluorescence artefact?]
COc1ccc(/C=N/NC(=O)c2cc(-c3ccc4c(c3)OCO4)n[nH]2)cc1OC	38	0.7	0.4	-1	5	-13	2	-68	3
S=c1[nH]nc(COc2ccccc2)n1/N=C/c1ccncc1	1.4	0.9	-0.2	-0.51	11	-11	0	-14	3
O=C1CC(=C2c3ccccc3-c3ccccc32)C(=O)N1CCN1CCN(c2cccc(Cl)c2)CC1	0.2	-0.6	0.8	.	-4	.	.	.	.
COc1cc(/C=N\NC(=O)c2ccc(Cn3nc([N+](=O)[O-])c(Cl)c3C)o2)ccc1O	-0.1	-0.5	17	-0.02	-11	-30	-25	14	-1[fluorescence artefact?]
CC1=NN(c2nc(C)cc(C)n2)C(=O)C1CCC(C)C (centres undefined)	0.3	-1.5	0.3	.	1	-9	-5	-3	-4
Cc1cc(C)nc(N=Nc2c(O)n(Cc3ccc(Cl)cc3)c3ccccc23)n1	0.5	0.0	0.4	1.9	9	11	0	-93	7
CC(=O)Nc1ccc(/C=N/NS(=O)(=O)c2cc(C)ccc2C)cc1	0.1	0.2	1.7	0.39	.	-3	-11	17	1
CCn1c(=O)n(CC)c2cc(S(=O)(=O)N3CCOCC3)ccc21	-0.2	0.6	-0.1	0.027	-1	-11	-6	4	-1
COc1ccc(CNC(=S)NC(C)CCc2ccccc2)cc1 (centres undefined)	-0.3	-0.6	0.0	-4.9*	12	-15	1	10	-1
Cc1ccc(Oc2coc3cc(OC(=O)c4cccs4)ccc3c2=O)cc1	-0.2	1.7	-5.7	-0.035	-1	-18	-27	i	-8
CCc1cc(CNC(=O)CCc2nnc(CCCc3ccccc3)o2)on1	2.5	-0.1	0.4	-0.39	9	12	-6	-18	-3
O=C(O)c1ccc(C=C(c2nc3ccccc3s2)c2nc3ccccc3s2)cc1	7.7	1.1	-1.8	-5.2*	3	-4	0	12	5
CC1CC(=O)Nc2ccccc2N1C(=O)Nc1ccccc1 (centres undefined)	-0.8	1.0	0.2	1.4	12	-4	-9	18	2
Cc1ccc(-c2ccc(=O)n(CC(=O)NCc3ccco3)n2)cc1	0.1	1.5	-0.3	.	-5	-9	-27	-6	-4
NC(=O)C1CCN(C(=O)/C=C/c2ccccc2[N+](=O)[O-])CC1	0.3	0.9	6.1	.	-2	-15	-9	-1	1
Nc1c(N(C(=O)Nc2ccc(Cl)c(Cl)c2)C2CCCC2)c(=O)[nH]c(=O)n1Cc1ccccc1	-0.3	2.2	2.4	0.48	.	-14	8	2	-3[fluorescence artefact?]
CCOC(=O)CSc1cc(C)nc(NC(C)=O)n1	-0.6	-1.1	1.0	.	-1	-27	-16	2	11
CCOC(=O)c1cnc2ccc(OCC)cc2c1NCc1ccccc1	0.9	-0.5	1.8	0	.	-3	-17	14	-4
O=C(Nc1ccccc1C(=O)NC(Cc1ccccc1)C(=O)O)c1ccccc1 (centres undefined)	2.9	0.4	0.4	0.15	6	-11	-11	-7	-1
NC(=O)CC(NC(=O)Cc1cccc2ccccc12)c1ccc(NCc2ccc(F)c(F)c2)c([N+](=O)[O-])c1 (centres undefined)	0.3	.	-1.0	0.9	-2	4	-18	-18	-4
COc1cccc(SCC(=O)N2CCN(c3ccccc3)CC2)c1	0.3	-0.1	0.9	1.1	-3	-12	2	5	-12
CCC(C)(C)C(=O)Nc1ncc(S(=O)(=O)c2ccc([N+](=O)[O-])cc2)s1	0.0	-0.7	1.4	-0.88	-1	-13	-13	-36	2
Cc1ccc(NC(=O)C2(N(CC(C)C)C(=O)Cn3nnnc3N)CCCCC2)cc1	0.9	0.4	1.8	-3.6	-2	-7	-6	-2	.
N#Cc1cnc(SCCc2ccccc2)nc1N	0.4	0.2	-0.2	-2.5	-17	-19	-5	-10	0
COc1ccc(-c2c(-c3ccc(OCC(=O)NN)cc3O)n[nH]c2C(F)(F)F)cc1	0.8	0.2	2.7	-0.014	4	-1	7	-17	2
CC(=O)Oc1ccc2nc(-c3cccs3)oc(=O)c2c1	-0.2	0.8	-0.7	-0.76	2	-16	-2	-35	3
O=C(Nc1ccc(C(F)(F)F)cc1)c1ccc2nc[nH]c2c1	.	0.8	-0.8	-0.58	.	-7	-4	-10	-3
Cc1ccc(S(=O)(=O)N2c3ccccc3CC2C)cc1 (centres undefined)	-0.2	1.7	-4.5	0.00045	6	-10	-4	27	2
COC(=O)CCCC(=O)N1CCCC(C(=O)c2ccc(OC)cc2C)C1 (centres undefined)	9.5	-0.1	-0.7	0.54	4	-4	-4	-30	-2
CC(=O)Nc1ccccc1NC(=O)c1ccc(C)cc1C	2.8	0.2	-0.1	-0.091	12	-9	-11	-1	-8
COc1ccc(-c2nn(-c3ccccc3)cc2/C=N/NC(=O)c2ccc(Br)o2)cc1	36	-0.4	-5.3	1.7	4	-3	-4	-90	14
NC(=O)c1ccsc1NC(=O)CSc1nnc(C2CC2)n1Cc1ccccc1	0.2	0.7	-0.5	-1	-2	-23	-11	-1	2
O=C(CNC(=O)c1ccccc1)N/N=C/c1ccc([N+](=O)[O-])s1	20	-0.2	-8.6	0.0097	4	-6	-18	2	-1
O=C1C2C(C(=O)N1c1ccccc1)N1CCCN1C2c1ccccc1 (centres undefined)	1.1	0.6	0.1	0.81	-1	-5	-17	23	3
O=C(NN=C1CCCCCCC1)c1ccc2ccccc2n1	3.3	0.8	0.4	23*	-2	-2	-10	14	-1
CCOC(=O)/C(=C/C1=CC(=C/N(C)C)/C(=O)O1)C(C)=O	0.7	0.4	0.0	i	-247	-10	-190	10	5
O=C(NC(=S)Nc1nc2ccc(F)cc2s1)c1ccco1	-1.7	0.4	-0.3	41*	11	0	-17	-27	6
Cc1onc(-c2ccccc2Cl)c1C(=O)Nc1cccc2cccnc12	0.4	0.0	-3.8	-2.1	-2	2	-13	28	-1
CCN(C(=S)Nc1ccc(OC(F)F)cc1)C1CCCCC1	3.2	1.7	0.9	0.11	22	-17	-5	0	4
O=c1oc2ccccc2c(NCc2cccc(F)c2)c1[N+](=O)[O-]	-0.2	0.8	-3.9	.	-4	-13	-12	10	-4
Cn1cc(P(=S)(N2CCOCC2)N2CCOCC2)cc1P(=O)(N1CCOCC1)N1CCOCC1	1.0	0.8	-0.4	-0.27	-1	-7	3	-6	2
Nc1[nH]c(=O)ncc1F	1.3	1.7&1.8	2.5	0.42&0.2	-3	.	-7&-9	-19&8	-2&1
COc1ccc(-n2c(=O)c3c4c(sc3n3cnnc23)CC(C)CC4)cc1 (centres undefined)	0.2	-0.3	-2.8	-0.31	-3	.	.	.	.
N#Cc1c(-c2ccccc2Cl)cc(-c2ccccc2)[nH]c1=S	-0.5	0.5	-1.3	17*	0	-14	11	-8	0
COc1cccc(C2=NOC(C(=O)Nc3cccnc3Cl)C2)c1OC (centres undefined)	0.8	1.0	-0.1	0.056	-15	-8	9	-16	4
COc1cc(NC(=O)c2ccc(C)cc2)c(OC)cc1NC(=O)CN1CCOCC1	0.8	-0.7	-2.8	-0.16	-4	-2	-19	-2	1
COc1ccc(C2CC(C)(c3ccc(OC)cc3OC)Nc3ccccc3N2)c(OC)c1 (centres undefined)	1.0	-0.2	0.7	-0.014	-1	-17	-18	-51	-2
O=C(O)c1cn(C2CC2)c2cc(N3CCN(S(=O)(=O)c4ccc5c(c4)OCCO5)CC3)c(F)cc2c1=O	1.4	0.6	-7.9	-1.8	-4	4	-1	-180	10
CC(=O)N1CCC(Nc2ccc(C)cc2)CC1	0.0	0.6	0.7	0.78	0	-1	-1	-33	-3[fluorescence artefact?]
CCN(CC)CCNS(=O)(=O)c1ccc(C(=O)NN)cc1	0.9	0.8	0.4	0.91	6	2	2	-26	-2
CCNC(=O)N1c2ccc(OCC)cc2C(C)=CC1(C)C	-0.6	1.4	-1.5	0.43	4	-16	-13	-5	-5
CC(C)CSc1nc2ccccc2[nH]1	3.6	0.5	4.7	0.19	1	-1	0	15	0
COc1ccc(CCNC(=S)NC(=O)c2c(-c3ccccc3Cl)noc2C)cc1OC	-0.6	-0.4	0.1	0.27	2	-16	-5	9	-4

Retrieved by structure from above (four):
SMILES	zVAD death inh	PERK inhibitor	TNF necrop inh	Cl transport mod	Rad51 HR inh	MDM2 E3 inh	EBV gp42 block	Calpain2 inh	eIF4E 4G PPI
CC(=O)C1=C(O)C(=O)N(Cc2cccnc2)C1c1ccc(Cl)cc1Cl (centres undefined)	0.8	1.6	0.0	-0.17	-5	.	-1	-4	1
CC(=O)Oc1ccc2nc(-c3cccs3)oc(=O)c2c1	-0.2	0.8	-0.7	-0.76	2	-16	-2	-35	3
CCNC(=O)N1c2ccc(OCC)cc2C(C)=CC1(C)C	-0.6	1.4	-1.5	0.43	4	-16	-13	-5	-5
Nc1[nH]c(=O)ncc1F	1.3	1.7&1.8	2.5	0.42&0.2	-3	.	-7&-9	-19&8	-2&1

More structures follow.
SMILES	zVAD death inh	PERK inhibitor	TNF necrop inh	Cl transport mod	Rad51 HR inh	MDM2 E3 inh	EBV gp42 block	Calpain2 inh	eIF4E 4G PPI
COc1ccc(C2NC(=O)NC(O)(C(F)(F)F)C2C(=O)c2ccc(C)cc2)cc1 (centres undefined)	-0.4	0.0	-5.2	-0.39	7	-18	-34	-6	-6
CN(C)N=Nc1nc2c([nH]1)c(=O)n(C)c(=O)n2C	-0.1	0.6	2.9	0.28	.	1	7	-3	0
CCCCn1nnc(NC(=O)c2cc3ccccc3o2)n1	0.5	-0.2	-0.7	0.65	1	-22	-2	-8	-3
O=C(CSCC(=O)OCn1nnc2ccccc2c1=O)Nc1ccc(Cl)cc1	-0.2	-0.3	-3.1	-0.15	.	-3	-12	-32	-7
C/C(CCC(C)C)=N\NC(=S)NCc1ccccc1	-0.5	-0.7	-2.7	2.7	10	-13	6	34	-3
CCN=C1S/C(=C\c2cn(CC(=O)NCCOC)c3ccccc23)C(=O)N1CC	-1.4	-0.6	14	0.14	0	-1	-27	-66	-1
COc1ccccc1/C=N/NC(=O)COCC(=O)N/N=C/c1ccccc1OC	-0.5	0.1	-0.2	-1.3	.	-19	-6	29	4

Source: PubChem BioAssay (several laboratories)
